Source: PubChem
aGal spleen mod: qHTS Assay for Inhibitors and Activators of Human alpha-Galactosidase From Spleen Homogenate | AID 2107, 2009 | Alpha-galactosidase A (Homo sapiens), P06280 | Potency, µM (titrated, usually from 80 µM), for inactives: at the highest dose activity change, negative = inhibition, actives largely listed as inhibitors | human spleen homogenate, 4MU-alpha-Gal fluorescence, 40 min | hit rate 0.008% among 240,000;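 also: potency is read from the fitted curve at half-maximal effect; 0% = enzyme with vehicle and -100% = no enzyme basal signal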
Target sequence (P06280 32-429 limits assumed): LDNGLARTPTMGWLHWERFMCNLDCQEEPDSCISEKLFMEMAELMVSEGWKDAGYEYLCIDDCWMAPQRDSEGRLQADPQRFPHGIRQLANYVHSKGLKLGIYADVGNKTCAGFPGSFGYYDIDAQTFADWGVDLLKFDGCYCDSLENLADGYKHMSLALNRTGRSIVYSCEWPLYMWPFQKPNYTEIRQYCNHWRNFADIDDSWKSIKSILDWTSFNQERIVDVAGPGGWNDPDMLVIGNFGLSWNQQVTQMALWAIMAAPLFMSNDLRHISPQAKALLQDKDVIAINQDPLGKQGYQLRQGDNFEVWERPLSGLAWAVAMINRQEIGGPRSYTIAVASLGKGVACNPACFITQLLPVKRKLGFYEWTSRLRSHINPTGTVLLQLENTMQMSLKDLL
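Human spleen homogenate (1 ug) was the enzyme source, with 4-methylumbelliferyl-alpha-D-galactopyranoside (1 mM final) in pH 5.0 citrate buffer with 0.01% Tween-20. Compounds were titrated; after 40 min at 37C, NaOH/glycine stop, 4-MU fluorescence read; AC50 from Hill fits.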
TexasRed fluor: Total Fluorescence Counterscreen for Inhibitors of the Interaction of Thyroid Hormone Receptor and Steroid Receptor Coregulator 2. TRb/SRC2 Texas Red total fluorescence interference. Potency, µM (series often up to 106 µM), for inactives: top-dose fluorescence change, negative = quenching. hit rate 0.29% among 280,000. AID 1479, 2009; active = well fitted curve in either direction with a large enough effect; inconclusive = small, poorly fitted or top-dose-only effect; also: potency is read from the fitted curve at half-maximal effect; % is scaled to controls: 0 for no effect and ±100 for the full control effect
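Human TRb ligand-binding domain at 0.6 uM with 20 nM Texas Red SRC2 peptide in Tris buffer containing 1 uM T3 and 5% DMSO, incubated with compound 5 h at ambient temperature. Total fluorescence (555/632 nm) calculated as parallel + 2 × perpendicular.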
Epigenetic reg: Quantitative High-Throughput Screen for Regulators of Epigenetic Control; murine LDR cells, GFP reporter derepression, 30 h; Potency, µM (titrated, usually from 53.9 µM), without a hit: top-dose GFP activation, actives largely listed as activators; hit rate 0.2% among 280,000; AID 1865, 2009; also: potency is read from the fitted curve at half-maximal effect; % of control where 0% means no effect; nearly all actives have a fitted effect of over 60% in size
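Murine LDR cells bearing a silenced CMV-driven GFP reporter were exposed to compound for 30 h at 37 C. After PBS washes, GFP-positive cells (20-120 um objects) counted by laser-scanning microplate cytometry.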
Tau fluor counter: Counterscreen qHTS for Inhibitors of Tau Fibril Formation, Fluorescence Polarization; tau K18 P301L (four-repeat tau fragment) Alexa594 fluorescence, heparin fibrillization; Potency, µM (top dose mostly 57.7 µM), for inactives: at the highest dose activity change, negative = decrease; hit rate 0.93% among 280,000; also: potency is read from the fitted curve at half-maximal effect; % is scaled to controls: 0 for no effect and ±100 for the full control effect; nearly all actives have a fitted effect of over 55% in size
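Human K18 P301L tau (15 uM unlabeled plus 0.24 uM Alexa 594-labeled, final) in 100 mM sodium acetate pH 7 was mixed with compound and 20 uM heparin and incubated 6 hr at 37 C.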
CBFb RUNX1 block: qHTS Assay for Compounds Blocking the Interaction Between CBF-beta and RUNX1 for the Treatment of Acute Myeloid Leukemia; Potency, µM (titrated, usually from 59.8 µM), without a hit: at the highest dose activity, negative = inhibition, actives largely listed as inhibitors; AlphaScreen CBFb-His/RUNX1-biotin binding, biochemical; AID 1477, 2009; 230,000 tested, under 10 active; also: % of control where 0% means no effect
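Bead-based AlphaScreen assay; binding partners His-tagged CBF-beta and biotinylated RUNX1 at 30 nM each. Compound exposure 15 min after a 20-min protein preincubation; bead step 90 min; all steps at room temperature.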
TRb-SRC2 inh: qHTS for Inhibitors of the Interaction of Thyroid Hormone Receptor and Steroid Receptor Coregulator 2; TRbeta-SRC2 peptide binding, fluorescence polarization; receptor liganded with 1 µM T3; Potency, µM (doses to about 106 µM), for the others: at the top dose activity change, negative = inhibition, actives largely listed as inhibitors; hit rate 0.065% among 280,000;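 also: potency is read from the fitted curve at half-maximal effect; plate controls were bound peptide for no effect and peptide without receptor for full effect; nearly all actives have a fitted effect of over 50% in size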
Target sequence (P10828 whole entry, looked up): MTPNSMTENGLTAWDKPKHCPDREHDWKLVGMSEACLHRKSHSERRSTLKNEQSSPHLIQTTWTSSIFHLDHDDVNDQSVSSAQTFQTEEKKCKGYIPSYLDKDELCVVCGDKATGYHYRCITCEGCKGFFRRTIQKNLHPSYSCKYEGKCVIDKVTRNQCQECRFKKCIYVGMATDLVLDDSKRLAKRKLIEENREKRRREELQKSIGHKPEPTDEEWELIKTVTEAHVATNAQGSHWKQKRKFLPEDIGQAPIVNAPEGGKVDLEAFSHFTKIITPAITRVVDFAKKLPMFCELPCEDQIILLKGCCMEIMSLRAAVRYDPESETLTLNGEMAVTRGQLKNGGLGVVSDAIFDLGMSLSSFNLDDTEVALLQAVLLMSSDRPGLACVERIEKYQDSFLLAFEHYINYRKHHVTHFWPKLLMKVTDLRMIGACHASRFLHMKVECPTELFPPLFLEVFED
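A fluorescence polarization screen tested compounds at multiple concentrations against complex formation between 0.6 uM TRb ligand-binding domain and 20 nM Texas Red SRC2 peptide, with 1 uM T3 present; readout after 5 hr.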
Tau FP inhib: qHTS for Inhibitors of Tau Fibril Formation, Fluorescence Polarization; hit rate 0.39% among 280,000; Potency, µM (series often up to 57.7 µM), for the others: at the top dose activity, negative = inhibition, hits mostly inhibitors; K18 P301L tau heparin fibrillization, Alexa594 FP, 6 h; Microtubule-associated protein tau (Homo sapiens), P10636; also: potency is read from the fitted curve at half-maximal effect; % is scaled to controls: 0 for no effect and ±100 for the full control effect; nearly all actives have a fitted effect of over 55% in size
Target sequence (P10636 561-689 P618L limits assumed): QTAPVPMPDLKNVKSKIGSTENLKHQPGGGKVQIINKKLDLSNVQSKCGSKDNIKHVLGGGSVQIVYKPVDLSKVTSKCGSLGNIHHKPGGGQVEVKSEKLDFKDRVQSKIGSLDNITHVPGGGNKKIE
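Recombinant K18 P301L […], labeled with Alexa 594 at 0.24 uM over 15 uM unlabeled; heparin inducer 20 uM final; 37 C, 6 hr; FP endpoint.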
NPSR antag: qHTS Assay for Antagonists of the Neuropeptide S Receptor: cAMP Signal Transduction. hit rate 1% among 220,000. CHO-NPSR cells, cAMP TR-FRET, antagonist mode. Potency, µM (top dose mostly 38.3 µM), for the others: top-dose activity change, negative = inhibition, usual class: inhibitors; also: potency is read from the fitted curve at half-maximal effect; % is scaled to controls: 0 for no effect and ±100 for the full control effect; nearly all actives have a fitted effect of over 50% in size; many of its hits are not listed in these tables
Starred values were filed as active, the others as inactive; ? = inconclusive; . = no result given; [ ] = another dose, or the depositor's remark. Unless noted, calls follow the shape of the dose curve; as a rule, active = well fitted curve in the direction sought with a large enough effect; inconclusive = small, poorly fitted or top-dose-only effect, or another doubt; inactive = no such curve, though single readings can be large; an effect the other way counts as inactive or inconclusive.

SMILES	aGal spleen mod	TexasRed fluor	Epigenetic reg	Tau fluor counter	CBFb RUNX1 block	TRb-SRC2 inh	Tau FP inhib	NPSR antag
Cc1[nH]c2ccccc2c1CCNC(=O)c1ccc2c(c1[N+](=O)[O-])C(=O)c1ccccc1C2=O	1%	-7%	-1.1%	8.9µM*[quencher]	-18%	3%	1%	-20%[46.1 µM]
CCOC(=O)c1nc(-c2ccccc2)oc1N(C)C	-13%	-2%	0.0%	3%	-2%	-10%	9%	-4%[46.1 µM]
O=C(NCc1ccc2c(c1)OCO2)c1ccc(NC(=O)C2CCCO2)cc1 (stereo not given)	2%	1%	-0.9%	4%	7%	3%	9%	-6%[46.1 µM]
CC(C)CCNC(=S)Nc1ccc2nc3n(c(=O)c2c1)CCCCC3	4%	15%	-1.1%	2%	-4%	7%	1%	7%
CCCCNC(=O)NNC(=O)c1cc(C)on1	8%	-2%	0.0%	6%	8%	5%	3%	11%
CC(C)Oc1cccc(C(=O)C2CCCN(Cc3cccn3-c3ccccn3)C2)c1 (stereo not given)	-8%	0%	3.3%	-2%	-1%	3%	-5%	-22%
CC(C)COC(=O)NCCOC(=O)Nc1cccc(Cl)c1	-1%	2%	0.0%	-7%	14%	-6%	-6%	-10%[46.1 µM]
COc1ccc(NC(=O)c2ccc3ccccc3n2)cc1S(=O)(=O)N1CCCCC1	-1%	-2%	-3.2%	?	-29%	-4%	-12%	2%
Cc1nc(N2CCC(C(N)=O)CC2)c2c(-c3cccs3)csc2n1	1%	-1%	1.3%	-10%	-3%	1%	-2%	-9%
O=C(/C=C/c1ccc(OCc2c(F)cccc2Cl)cc1)N1CCOCC1	5%	-1%	3.0%	1%	2%	1%	5%	?
CCC(=O)c1cc(F)c(N2CCN(S(=O)(=O)c3ccccc3)CC2)cc1C	-5%	-7%	0.0%	-24%	7%	-8%	0%	-20%[46.1 µM]
C#CCOCCOCCOCCNc1nc(N2CCN(C(=O)[C@H](CCC(=O)O)n3cc(C(N)CO)nn3)CC2)nc(N2CCN(C(=O)[C@H](Cc3ccc(O)cc3)n3cc(C(N)CC(C)C)nn3)CC2)n1 (stereo not given in full)	4%	0%	0.8%	5%	-3%	-2%	2%	-47%
CN(C)CCCNC(=O)c1ccc(Oc2ccccc2)cc1	-3%	-2%	0.9%	4%	22%	-4%	3%	6%
Cc1cc2cc(CNC(=O)c3ccc(C)c([N+](=O)[O-])c3)ccc2[nH]1	-3%	0%	0.0%	?	2%[2.36 µM]	7%	?	19%
c1ccc2c(c1)c1ccccc1n1c(-c3ccc4c(c3)OCO4)nnc21	2%	-3%	-1.0%	-10%	0%	-3%	-3%	-27%[46.1 µM]
COc1ccc(Cn2ccnc2SCC(=O)NC2CCCC2)cc1	.	0%	-4.5%	-10%	.	1%	-3%	.
CC(C)(C)NC(=O)C(=O)NNC(=O)COc1ccccc1	-5%	-5%	0.0%	7%	-8%	-1%	7%	17%
CN(C)S(=O)(=O)c1cccc(NC(=S)Nc2cc(Cl)cc(Cl)c2)c1	-1%	-4%	0.8%	?	7%	-5%	25µM*	?
CN(CC(=O)O)S(=O)(=O)c1ccc2c(c1)n(C)c(=O)c(=O)n2C	3%	1%	-0.5%	3%	0%	0%	3%	17%
CN1CCC2(CC1)N=C(c1ccc(F)cc1)C(=S)N2C(=O)c1ccc(C(C)(C)C)cc1	-7%	-4%	-0.9%	-8%	-4%	6%	-3%	?
O=C(Nc1cccc(Cl)c1)c1ccc(NCCCN2CCOCC2)c([N+](=O)[O-])c1	-7%	-3%	0.9%	?	-13%	-2%	-9%	-11%[46.1 µM]
COc1ccccc1-c1nnn(C/C(N)=N/O)n1	-2%	2%	-1.1%	3%	13%	-2%	5%	16%
Cc1nc2ccccc2n1CC(O)COc1ccc(Br)cc1 (stereo not given)	-2%	-9%	0.0%	-9%	4%	-3%	10%	12%
CC(C)C(N)C(=O)NC(Cc1c[nH]c2ccccc12)C(=O)O (stereo not given)	2%	-2%	-0.8%	5%	.	-3%	7%	.
Cc1nonc1CN(C)C(=O)CC1C(=O)NCCN1Cc1c(F)cccc1Cl (stereo not given)	2%	-1%	-0.1%	24%	3%	-6%	9%	-15%
SMILES	aGal spleen mod	TexasRed fluor	Epigenetic reg	Tau fluor counter	CBFb RUNX1 block	TRb-SRC2 inh	Tau FP inhib	NPSR antag
O=C(Nc1cccnc1)C1(F)C(F)(F)C(F)(F)C(F)(F)C(F)(F)C1(F)F	5%	0%	0.0%	-5%	3%	-5%	2%	?
COc1ccccc1-c1cc(C(F)(F)F)nc(S(=O)(=O)CCCC(=O)NC(C)C)n1	-8%	-1%	-1.4%	15%	2%	-5%	14%	?
O=c1cc(N2CCN(c3ccccc3)CC2)[nH]c(=O)n1-c1ccccc1	9%	0%	-5.0%	-13%	8%	-2%	9%	-5%
COC(=O)c1[nH]c(C)c(/C(O)=C2\C(=O)C(=O)N(CCN(C)C)C2c2ccc(C)o2)c1C (stereo not given)	-1%	1%	-0.2%	2%	0%	-3%	2%	0%[46.1 µM]
CC(=O)NC(CCS(C)(=O)=O)C(=O)Nc1nc(C)cs1 (stereo not given)	-9%	-2%	-0.1%	-2%	-3%	-18%	-4%	9%
Cc1cccc(NC(=O)c2oc3ccccc3c2NC(=O)Cc2coc3ccc(C(C)C)cc23)c1	.	-10%	-1.9%	-17%	.	5%	?	.
COc1ccccc1CNC(=O)CSc1nc(C)cs1	2%	1%	-1.5%	-4%	9%	0%	0%	8%
COc1cc(CNc2ncn[nH]2)ccc1OCC(=O)NC(C)(C)C	3%	-2%	3.1%	-15%	2%	0%	-12%	-21%
CCO/N=C/C1=C(O)C(C(=O)OC)C(C)(C)CC1=O (stereo not given)	4%	-1%	6.2%	16%	-1%	-6%	0%	35%
Cc1c(Cl)cccc1NC(=O)c1cccc(NC(=O)N2CCSc3ncccc32)c1	.	-1%	-0.1%	-15%	.	-3%	-2%	.
CCCN(C(=O)Cn1c(=O)oc2cc(Cl)ccc21)c1ccc(C(C)C)cc1	.	-2%	-4.8%	-29%	.	3%	-6%	.
Cn1c(=O)[nH]c(=O)c2c1nc(CN1CCOCC1)n2Cc1ccc(F)cc1	7%	-1%	0.0%	6%	5%	-7%	0%	-7%[46.1 µM]
CN(C)c1cc(NC(=O)CNC(C)(C)C)c2ccccc2n1	?	0%	0.9%	3%	0%	0%	-1%	10%
Clc1ccc(-c2ccc(CNCCSc3nnnn3-c3ccccc3)o2)cc1	.	-1%	0.6%	-27%	.	6%	4%	.
CC(=O)c1ccc(N2CCN(C(=O)c3cc(S(=O)(=O)N4CCCCCC4)cn3C)CC2)cc1	.	0%	-1.7%	-6%	.	7%	1%	.
Cc1[nH]c2ccccc2c1C(=O)C(=O)NC1CC(=O)N(c2cccc(F)c2)C1 (stereo not given)	.	1%	3.7%	-6%	.	-1%	-11%	.
CON1C(=O)C(=O)N(OC)C(C)(C)C1(C)C	-6%	1%	0.0%	3%	14%	4%	3%	23%
CCN1CCN(CCCNC(=O)c2ccc3c(c2)NC(=O)c2ccccc2S3)CC1	-1%	1%	-0.8%	-6%	3%	10%	-4%	8%[46.1 µM]
Cc1cc(C)c(C#N)c(N2CCN(Cc3ccccc3)CC2)n1	6%	1%	-1.0%	-9%	0%	9%	-2%	-10%[46.1 µM]
Cc1cccc(C(=O)N2CCc3cc(CNC(=O)c4ccnn4C)ccc32)c1	.	-5%	-1.3%	-13%	.	-8%	2%	.
Cc1ccc(N2CCN(C(=O)CN3C(=O)c4ccccc4C3=O)CC2)cc1	-1%	-2%	2.1%	-10%	-1%	-3%	5%	-7%[46.1 µM]

Sorted by molecular weight (highest first): part of the list above.
SMILES	aGal spleen mod	TexasRed fluor	Epigenetic reg	Tau fluor counter	CBFb RUNX1 block	TRb-SRC2 inh	Tau FP inhib	NPSR antag
O=C(Nc1cccnc1)C1(F)C(F)(F)C(F)(F)C(F)(F)C(F)(F)C1(F)F	5%	0%	0.0%	-5%	3%	-5%	2%	?
CCC(=O)c1cc(F)c(N2CCN(S(=O)(=O)c3ccccc3)CC2)cc1C	-5%	-7%	0.0%	-24%	7%	-8%	0%	-20%[46.1 µM]
Cc1cccc(C(=O)N2CCc3cc(CNC(=O)c4ccnn4C)ccc32)c1	.	-5%	-1.3%	-13%	.	-8%	2%	.

Structural class, the entries above containing fluorine (8)
SMILES	aGal spleen mod	TexasRed fluor	Epigenetic reg	Tau fluor counter	CBFb RUNX1 block	TRb-SRC2 inh	Tau FP inhib	NPSR antag
O=C(/C=C/c1ccc(OCc2c(F)cccc2Cl)cc1)N1CCOCC1	5%	-1%	3.0%	1%	2%	1%	5%	?
CCC(=O)c1cc(F)c(N2CCN(S(=O)(=O)c3ccccc3)CC2)cc1C	-5%	-7%	0.0%	-24%	7%	-8%	0%	-20%[46.1 µM]
CN1CCC2(CC1)N=C(c1ccc(F)cc1)C(=S)N2C(=O)c1ccc(C(C)(C)C)cc1	-7%	-4%	-0.9%	-8%	-4%	6%	-3%	?
Cc1nonc1CN(C)C(=O)CC1C(=O)NCCN1Cc1c(F)cccc1Cl (stereo not given)	2%	-1%	-0.1%	24%	3%	-6%	9%	-15%
O=C(Nc1cccnc1)C1(F)C(F)(F)C(F)(F)C(F)(F)C(F)(F)C1(F)F	5%	0%	0.0%	-5%	3%	-5%	2%	?
COc1ccccc1-c1cc(C(F)(F)F)nc(S(=O)(=O)CCCC(=O)NC(C)C)n1	-8%	-1%	-1.4%	15%	2%	-5%	14%	?
Cn1c(=O)[nH]c(=O)c2c1nc(CN1CCOCC1)n2Cc1ccc(F)cc1	7%	-1%	0.0%	6%	5%	-7%	0%	-7%[46.1 µM]
Cc1[nH]c2ccccc2c1C(=O)C(=O)NC1CC(=O)N(c2cccc(F)c2)C1 (stereo not given)	.	1%	3.7%	-6%	.	-1%	-11%	.

Not all compounds are listed. The share of hits here may be higher or lower than overall.
